Screening results (PubChem BioAssay)
Pf growth 48h = P. falciparum growth inhibition at 48 hours (one generation); P. falciparum luciferase growth in erythrocytes, 48 h; Potency, µM (top dose mostly 28.7 µM), for the others: top-dose activity change, negative = inhibition, most hits filed as inhibitors; actives 5.9% (n = 310,000)
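Parasite viability was followed by luminescence of a genomically integrated firefly luciferase. Cultures held 0.1% parasitemia at 2% hematocrit (final), incubated under 5% CO2 at 37 C.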
Sm TGR inh = blocks Schistosoma mansoni thioredoxin glutathione reductase; Q962Y6; purified TGR, DTNB reduction, TNB absorbance 405 nm; Potency, µM (highest dose often 114 µM), for inactives: top-dose activity change, negative = inhibition, actives largely listed as inhibitors; actives 3% (n = 360,000); AID 485364; further: nearly all actives have a fitted effect of over 60% in size
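TGR 20 nM + NADPH 100 uM (dispensed conc.), cpd preinc 15 min RT; start with NADPH (500 uM addition) then DTNB (15 mM addition). Kinetic TNB absorbance, 405 nm filter. Four-parameter Hill fit across titration.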
HCV inhibitor = inhibitors of hepatitis C virus infection; Huh7.5.1 HCVcc-Cre infection, luciferase reporter, 44 h; Potency, µM (highest dose often 41.8 µM), for inactives: top-dose activity change, negative = inhibition, actives largely listed as inhibitors; actives 3.4% (n = 340,000); AID 651820
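After 44 h co-culture of compound, cells and HCVcc-Cre (~0.5 moi), substrate is added for 15 min at room temperature and luciferase measured over 15 sec. Cells were seeded at 1,000/well and pre-cultured 4 h.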
Pf growth 96h = inhibits malaria parasite growth, 96 h. P. falciparum luciferase reporter growth, 96 h. Potency, µM (titrated, usually from 28.7 µM), inactives show top-dose activity change, negative = inhibition, hits mostly inhibitors. actives 6.9% (n = 320,000)
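Erythrocytes infected with luciferase-expressing P. falciparum were dispensed at 2% hematocrit and 0.05% parasitemia (final), then incubated with compounds 96 hours at 37 C in 5% CO2. Luminescence after detection reagent addition reported growth.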
Tb PYK inh = inhibitors of Trypanosoma brucei pyruvate kinase; TbPYK enzyme, Kinase-Glo Plus ATP luminescence, 45 min; Potency, µM (series often up to 76.8 µM), without a hit: at the top dose activity, negative = inhibition, actives largely listed as inhibitors; actives 0.12% (n = 410,000); AID 624173; further: nearly all actives have a fitted effect of over 50% in size
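In this concentration-response screen, enzyme-free wells defined baseline while DMSO plates tracked drift. Each reaction combined TbPYK, substrate, compound and 130 uM ADP for 45 min at room temperature. Kinase-Glo Plus luminescence gave the signal.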
LmPK inh = LmPK (Leishmania mexicana) enzyme inhibition | Q27686 | purified LmPK, Kinase-Glo ATP luminescence, 1 h | Potency, µM (series often up to 57.5 µM), without a hit: at the highest dose activity change, negative = inhibition, most hits filed as inhibitors | actives 0.37% (n = 290,000)
Target sequence (Q27686 whole entry, looked up): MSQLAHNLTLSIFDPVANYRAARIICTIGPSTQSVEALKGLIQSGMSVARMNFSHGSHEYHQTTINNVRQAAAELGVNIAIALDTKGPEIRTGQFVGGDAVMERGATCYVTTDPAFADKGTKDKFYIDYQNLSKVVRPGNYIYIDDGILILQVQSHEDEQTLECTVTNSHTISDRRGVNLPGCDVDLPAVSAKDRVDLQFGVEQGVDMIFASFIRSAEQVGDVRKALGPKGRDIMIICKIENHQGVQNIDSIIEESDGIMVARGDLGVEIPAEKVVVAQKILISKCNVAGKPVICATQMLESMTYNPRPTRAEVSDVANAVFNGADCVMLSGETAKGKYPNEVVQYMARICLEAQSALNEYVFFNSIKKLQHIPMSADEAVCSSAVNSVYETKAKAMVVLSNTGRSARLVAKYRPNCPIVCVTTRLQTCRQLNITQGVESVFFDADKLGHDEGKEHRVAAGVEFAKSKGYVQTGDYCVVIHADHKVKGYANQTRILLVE
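In 50 mM imidazole pH 7.2 with 7 mM MgCl2, LmPK (0.1 nM) turned over PEP (0.5 mM) and ADP (0.1 mM) for 1 h at room temperature. Luciferase read-out of ATP.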
The depositor's hits bear a star; u = inconclusive; x = not tested or not shown; & = joins results of further samples; [ ] = dose if it differs, or a comment. The call rests on the fitted dose curve; in most records, active means well fitted curve in the direction sought with a large enough effect; inconclusive means small, poorly fitted or top-dose-only effect, or another doubt; inactive means no such curve, though single readings can be large; an effect the other way counts as inactive or inconclusive. On the % scale 0 is the no-effect control and ±100 the full control effect; potency means the concentration at half of the fitted maximal effect. Outcome played no part in choosing rows; overall some 16% were active at least once.

Value order – Pf growth 48h	Sm TGR inh	HCV inhibitor	Pf growth 96h	Tb PYK inh	LmPK inh
Cc1nn(-c2ccccc2)c(Cl)c1/C=N/NC(=O)c1ccn[nH]1
  129%[activator]	1%	7%	-13%	-1%	-3%
CC(C)N(Cc1ccccc1)C(=S)Nc1ccc(F)cc1
  15%	1%	-14%	-19%	0%	6%
Cc1sc2ncn(CC(=O)NCC3COc4ccccc4O3)c(=O)c2c1S(=O)(=O)N1CCCCC1 (centres undefined)
  6%	-1%	11%	-48%	-3%	-1%
COc1ccccc1N1CCN(CC(O)COCCOc2ccc(Br)cc2)CC1 (centres undefined)
  -9%	-1%	u	13µM*	0%	-3%
CCN(CC)C1CCN(C(=O)CCc2nnc(CCCCc3ccccc3)o2)C1 (centres undefined)
  12%	1%	6%	22%	4%	0%
Cn1cnnc1SCC(=O)Nc1ccc(Oc2ccccc2)cc1
  26%	-1%	8%	-19%	1%	-8%
COc1cc(Cl)c(C)cc1NC(=O)CCCn1c(=O)oc2ccccc21
  38%[activator]	-2%	24%	8%	1%	1%
COc1cccc(OC)c1C(=O)Nc1cc(C)on1
  -6%	15%	46%[activator]	u	-1%	5%
O=S(=O)(NC1CCCCC1N1CCN(c2ccc(F)cc2)CC1)c1ccccc1 (centres undefined)
  u	-4%	u	-20%	-2%	0%
O=C(Nc1ccccc1F)c1ccc(CN2CCc3ccccc3C2)cc1
  5%	1%	11µM*	-3%	-4%	0%
Cc1c(NC(=O)CSCc2ccc(Cl)cc2Cl)cccc1C(=O)O
  -7%	-18%	13%	9%	-5%	-4%
O=C1[C@H]2C(c3ccccc3)=NN(c3ccccc3)[C@H]2C(=O)N1c1ccccc1
  -12%	0%	19%	-3%	7%	10%
CCN(CC)CCCNCC(=O)Nc1cc(C)on1
  -2%	17%	22%	214%[activator]	3%	-2%
COC(=O)C(O)(c1ccc(NC(=S)NC(=O)c2ccc(Cl)cc2Cl)c(C)c1)C(F)(F)F (centres undefined)
  -1%	-3%	u	-1%	-4%	3%
O=C(O)c1ccccc1C(=O)N1CCN(Cc2ccc3c(c2)OCO3)CC1
  21%	10%	6%	28%	0%	0%
Cc1cc(Cl)ccc1OC(C)C(=O)Nc1cnn(CCCC(=O)O)c1 (centres undefined)
  40%[activator]	0%	20%	4%	2%	-1%
Cc1ccc2c(c1)c1nnc(SCC(=O)N3CCCc4ccccc43)nc1n2CC(=O)O
  -28%	-2%	2%	21%	2%	4.5µM*
O=C1CC(N2CCSCC2)C(=O)N1c1ccccc1 (centres undefined)
  6%	x	7%	u	1%	-1%
CCCCn1c(NC(=O)c2ccc(Br)o2)c(S(=O)(=O)c2ccccc2)c2nc3ccccc3nc21
  u	u	-5%	x	2%	3%
CCN(CCO)Cc1csc2ccc(Cl)cc12
  -5%	-1%	31%[activator]	-4%	1%	-3%
CCCCn1nc(C(=O)N(CC(C)C)c2c(N)n(CCCC)c(=O)[nH]c2=O)c2ccccc2c1=O
  -16%	0%	11%	46%[activator]	-7%	x
COc1ccccc1N1CCN(S(=O)(=O)CCNC(=O)c2cc(OC)c(OC)c(OC)c2)CC1
  -6%	-2%	u	4%	0%	-6%
COc1ccc2nc(/N=C/c3c(C)[nH]n(-c4ccc(C)cc4C)c3=O)sc2c1
  18%	-7%	9%	u	-9%	1%
O=C(N/N=C\c1coc2ccccc2c1=O)c1ccco1
  68%[activator]	28µM*	9%	65%[activator]	6%	-11%
CCN(CC(=O)NCc1ccc(F)cc1)C(=O)C1CCN(S(=O)(=O)c2ccc(C(C)C)cc2)CC1
  u	0%	-19%	u	0%	x
CN1C(=O)NC(c2ccc(C(F)(F)F)cc2)C2=C1CC(C)(C)CC2=O (centres undefined)
  -14%[0.00184 µM]	u	-9%	-1%	-7%	4%
COc1ccc(OC(=O)c2c(C)nn(-c3ccccc3)c2C)cc1
  42%[activator]	11%	-28%	23%	1%	5%
COc1ccc(C(C)(C)C)cc1NC(=O)C1CCCO1 (centres undefined)
  13%	2%	-11%	19%	3%	9%
Cc1nn(-c2ccccc2)c(N2CCCC2)c1/C=N/Nc1ccc(S(=O)(=O)Nc2ccccc2)cc1[N+](=O)[O-]
  3.3µM*	-17%	-27%	u	-12%	-6%
CCN(CC)C(=O)CSc1nnc(-c2ccco2)o1
  133%[activator]	-7%	18%	218%[activator]	-11%	4%
COc1ccc(C(=O)CCC(=O)Nc2ccc(N3CCCCC3)cc2)cc1OC
  u	-20%	5%	u	6%	7%
CCc1nnc(NC(=O)[C@@H](NC(=O)c2cccc(S(=O)(=O)N3CCOCC3)c2)C(C)C)s1
  u	26%	-6%	u	-6%	1%
CC(/C=N/NC(=O)c1cc(-c2ccccc2)nc2ccccc12)=C\c1ccco1
  -22%	2%	-24%	u	-6%	-1%
CCCN(CC(=O)Nc1ccccc1C)C(=O)CCCNC(=O)c1ccc(Cl)cc1
  -1%	-1%	-1%	77%[activator]	2%	x
CCOC(=O)N1CCN(C(=O)c2cccc(N3C(=O)NC4CC3(C)Oc3ccc(Cl)cc34)c2)CC1 (centres undefined)
  u	0%	-14%	u	0%	-6%
O=C(c1cc(-c2cccc(O)c2)on1)N1CCCC1
  235%[activator]	-13%	7%	5%	-6%	-11%
CCCCN(CCCNc1ncnc2nc[nH]c12)c1ccccc1
  u	-13%	u	12µM*	-2%	3%
CCN1C(=O)[C@@H]2[C@@H](c3ccc(-c4ccc(OC)cc4)c(OC)c3)N3CCCC[C@@]3(C(=O)OC)[C@@H]2C1=O
  2.9µM*	-34%	2%	4.1µM*	-6%	x
O=C(Nc1nc2ccccc2[nH]1)C1CCCC1
  321%[activator]	-7%	-4%	-19%	0%	-10%
COc1cccc(C2c3[nH]c4ccccc4c3C[C@H]3C(=O)N(CCCO)CC(=O)N23)c1OC (some centres undefined)
  u	-2%	4%	u	1%	0%
CC1CCCCC1NC(=O)CN(C)S(=O)(=O)c1ccc2c(c1)CCC(=O)N2 (centres undefined)
  -8%	2%	11%	u	0%	4%
Cc1noc(COc2ccc(OCc3nc(C)no3)cc2)n1
  24%	15%	-3%	0%	-2%	-1%
COc1cccc(OC)c1NC(=O)Cn1nc(C)c2ccccc2c1=O
  15%	-22%	12%	u	1%	3%
COc1ccc(S(=O)(=O)Nc2cc3c(cc2C(C)=O)OCO3)cc1
  -10%	8%	u	29%	-12%	2%
CC(=O)c1ccc(S(=O)(=O)Nc2cccc(-c3ccc(N4CCOCC4)nn3)c2)cc1
  u	-13%	-3%	u	3%	x

Part of the list above, as labelled records:
O=C(c1cc(-c2cccc(O)c2)on1)N1CCCC1
  Pf growth 48h: 235%[activator] | Sm TGR inh: -13% | HCV inhibitor: 7% | Pf growth 96h: 5% | Tb PYK inh: -6% | LmPK inh: -11%

CCCCN(CCCNc1ncnc2nc[nH]c12)c1ccccc1
  Pf growth 48h: u | Sm TGR inh: -13% | HCV inhibitor: u | Pf growth 96h: 12µM* | Tb PYK inh: -2% | LmPK inh: 3%

CCN1C(=O)[C@@H]2[C@@H](c3ccc(-c4ccc(OC)cc4)c(OC)c3)N3CCCC[C@@]3(C(=O)OC)[C@@H]2C1=O
  Pf growth 48h: 2.9µM* | Sm TGR inh: -34% | HCV inhibitor: 2% | Pf growth 96h: 4.1µM* | Tb PYK inh: -6% | LmPK inh: x

O=C(Nc1nc2ccccc2[nH]1)C1CCCC1
  Pf growth 48h: 321%[activator] | Sm TGR inh: -7% | HCV inhibitor: -4% | Pf growth 96h: -19% | Tb PYK inh: 0% | LmPK inh: -10%

Part of the list above in another layout:
Compound,Pf growth 48h,Sm TGR inh,HCV inhibitor,Pf growth 96h,Tb PYK inh,LmPK inh
COc1ccc(C(C)(C)C)cc1NC(=O)C1CCCO1 (centres undefined),13%,2%,-11%,19%,3%,9%
CCOC(=O)N1CCN(C(=O)c2cccc(N3C(=O)NC4CC3(C)Oc3ccc(Cl)cc34)c2)CC1 (centres undefined),u,0%,-14%,u,0%,-6%
Cc1cc(Cl)ccc1OC(C)C(=O)Nc1cnn(CCCC(=O)O)c1 (centres undefined),40%[activator],0%,20%,4%,2%,-1%
CN1C(=O)NC(c2ccc(C(F)(F)F)cc2)C2=C1CC(C)(C)CC2=O (centres undefined),-14%[0.00184 µM],u,-9%,-1%,-7%,4%
COc1ccc2nc(/N=C/c3c(C)[nH]n(-c4ccc(C)cc4C)c3=O)sc2c1,18%,-7%,9%,u,-9%,1%

(listing goes on)
Value order – Pf growth 48h	Sm TGR inh	HCV inhibitor	Pf growth 96h	Tb PYK inh	LmPK inh
Cn1c(SCc2ccc(Cl)cc2)nc(C(F)(F)F)cc1=O
  53%[activator]	4%	10%	-19%	-17%	2%
CCn1c(-c2ccccc2Cl)nn(CC(=O)Nc2cc(Cl)ccc2Cl)c1=S
  u	-1%	13µM*	10µM*	-1%	3%
CC(=O)N1CCc2cc(S(=O)(=O)C(C)CC(=O)Nc3ccc(OC(F)(F)F)cc3)ccc21 (centres undefined)
  0%	7%	u	-15%	-4%	7%
CC(C)(C)NC(=O)CSc1nnc(-c2ccccn2)n1Cc1ccccc1
  -7%	7%	18%	u	4%	2%
NC(=S)Nc1nccc(-c2cccs2)n1
  11%	-5%	3%	34%[activator]	0%	-2%
C=CCn1c(O)c(C(C)=Nc2ccc(NC(C)=O)cc2)c(=O)[nH]c1=O
  7%	1%	13%	-22%	2%	2%
CC(=O)Nc1ccc(S(=O)(=O)Nc2nc3cc4c(cc3nc2Cl)OCCO4)cc1
  -3%	u	16%	18%	-17%	-4%
CC(=O)Nc1ccc(S(=O)(=O)NCC2CCC(C(=O)NCCC(C)C)CC2)cc1 (centres undefined)
  -17%	10%	11%	53%[activator]	-9%	6%
O=c1cc[nH]c(=S)[nH]1
  -6%	x	x	-8%	2%	x
O=c1[nH]c2ccccc2c(O)c1SCCO
  5%	13%	23%	64%[activator]	-6%	2%
Nc1nc(F)nc2c1ncn2[C@@H]1O[C@H](CO)[C@@H](O)[C@H]1O
  -13%	x	0.79µM*	u	-7%&5%	x
CC1=NNC(=O)C1CC(=O)N/N=C/c1ccc(C)o1 (centres undefined)
  11%	u	1%	7%	0%	1%
O=S(=O)(CCSc1ccc(C(F)(F)F)cn1)c1ccccc1
  u	4%	-3%	u	0%	2%
